# TrxR1 substrate = is turned over as a substrate by rat TrxR1; Potency, µM (top dose mostly 114 µM), for inactives: at the highest dose activity change, negative = substrate turnover; 390,000 compounds, 0.01% hits; purified TrxR1 substrate turnover, NADPH consumption readout; note: % is set by controls: 0 for no effect and ±100 for the full control effect; nearly all actives have a fitted effect of over 50% in size
# Target sequence (O89049 whole entry, looked up): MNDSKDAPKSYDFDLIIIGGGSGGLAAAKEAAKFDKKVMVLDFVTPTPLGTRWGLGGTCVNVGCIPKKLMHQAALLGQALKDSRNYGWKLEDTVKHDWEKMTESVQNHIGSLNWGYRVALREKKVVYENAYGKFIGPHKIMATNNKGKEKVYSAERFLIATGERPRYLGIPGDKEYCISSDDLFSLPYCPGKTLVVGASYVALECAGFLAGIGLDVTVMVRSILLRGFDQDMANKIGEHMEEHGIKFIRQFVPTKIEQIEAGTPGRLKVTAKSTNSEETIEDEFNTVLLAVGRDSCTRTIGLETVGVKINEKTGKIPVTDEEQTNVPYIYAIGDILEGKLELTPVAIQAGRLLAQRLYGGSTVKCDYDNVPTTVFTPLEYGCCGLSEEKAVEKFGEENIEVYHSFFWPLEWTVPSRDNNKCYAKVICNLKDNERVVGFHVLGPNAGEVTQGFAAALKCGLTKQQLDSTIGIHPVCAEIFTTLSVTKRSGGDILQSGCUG
#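 Rat TrxR1, dispensed at 90 nM, was prereduced with 400 uM NADPH (final) for 5 min at ~22 deg C, then incubated with compound 15 min before 400 uM selenite. A first-read NADPH fluorescence drop versus no-compound background flagged substrates.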
# USP1 inh = inhibitors of human USP1/UAF1 deubiquitinase. Potency, µM (titrated, usually from 57.1 µM), inactives show at the highest dose activity change, negative = inhibition, most hits filed as inhibitors. 390,000 compounds, 0.23% hits. recombinant USP1/UAF1, Ub-Rhodamine cleavage fluorescence. O94782; note: % is set by controls: 0 for no effect and ±100 for the full control effect; nearly all actives have a fitted effect of over 60% in size; inactives centre near -12
#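 In this screen, compounds sit with the deubiquitinase complex (1nM) for 15 min at room temperature before Ub-Rho is added at 150nM final. Fluorescence rise is then followed for 6 reads every 60 seconds.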
# Vif-A3F inh = inhibitors of Vif-A3F interaction; HeLa A3F-eYFP + Vif (tagged APOBEC3F with the HIV-1 protein that degrades it), YFP fluorescence increase; Potency, µM (titrated, usually from 46.1 µM), for inactives: top-dose activity, negative = active; 390,000 compounds, 0.2% hits; note: % of control where 0% means no effect; nearly all actives have a fitted effect of over 65% in size
#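 HeLa cells stably expressing Vif plus C-terminally eYFP-tagged A3F were seeded, incubated overnight at 37 deg C, dosed with compound, incubated overnight again at 37 deg C. Yellow fluorescence (Ex 488/Em 500-530) reported blocked Vif-mediated A3F-eYFP degradation.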
# rTrxR1 inhibitor = rat TrxR1 inhibition; O89049; recombinant rTrxR1, NADPH fluorescence consumption, selenite substrate; Potency, µM (titrated, usually from 114 µM), for inactives: at the top dose activity change, negative = inhibition, usual class: inhibitors; 390,000 compounds, 1% hits; note: % is set by controls: 0 for no effect and ±100 for the full control effect; nearly all actives have a fitted effect of over 65% in size
#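 Rat TrxR1 (90 nM in the dispensed reagent) was pre-reduced with 400 uM NADPH for 5 min at room temperature, then incubated with compound for 15 min. After 400 uM selenite was added, NADPH fluorescence (Ex 340/Em 450 nm) was followed for 8 min.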
# mIDH1 inhibitor = blocks human mutant IDH1 R132H enzyme; Potency, µM (titrated, usually from 76.6 µM), for the others: top-dose activity change, negative = inhibition, actives largely listed as inhibitors; O75874; 390,000 compounds, 0.093% hits; IDH1-R132H enzyme, NADPH consumption, diaphorase/resazurin fluorescence; note: % is set by controls: 0 for no effect and ±100 for the full control effect; nearly all actives have a fitted effect of over 65% in size
# Target sequence (O75874 whole entry R132H, stated change not applied): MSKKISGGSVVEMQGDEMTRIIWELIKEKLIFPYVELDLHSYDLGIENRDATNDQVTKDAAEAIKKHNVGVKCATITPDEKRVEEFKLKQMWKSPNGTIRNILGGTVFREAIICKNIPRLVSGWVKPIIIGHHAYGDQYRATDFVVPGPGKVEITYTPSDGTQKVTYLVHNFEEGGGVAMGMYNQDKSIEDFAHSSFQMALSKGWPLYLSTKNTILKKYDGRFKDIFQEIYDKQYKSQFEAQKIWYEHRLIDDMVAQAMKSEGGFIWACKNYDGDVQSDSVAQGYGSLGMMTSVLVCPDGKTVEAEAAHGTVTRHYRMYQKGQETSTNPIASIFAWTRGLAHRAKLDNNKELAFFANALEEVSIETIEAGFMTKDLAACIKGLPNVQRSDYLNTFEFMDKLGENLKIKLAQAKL
#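 IDH1-R132H (0.5 ug/mL) preincubated 30 min with compound, then NADPH (0.016 mM) and alpha-KG (2 mM) added; 80 min at RT, pH 7.5. Remaining NADPH coupled via diaphorase/resazurin to fluorescence (540/590 nm); concentration-response curves normalized to no-enzyme control.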
# RGS4 inh = blocks human RGS4-accelerated GTP hydrolysis | 390,000 compounds, 0.039% hits | P49798 | Potency, µM (top dose mostly 114 µM), for the others: at the highest dose activity change, negative = inhibition, most hits filed as inhibitors | Transcreener GDP fluorescence polarization, RGS4-accelerated GTP hydrolysis | AID 504845; note: % is set by controls: 0 for no effect and ±100 for the full control effect; nearly all actives have a fitted effect of over 75% in size; some results filed as inactive show a strong effect at the top dose
#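 MLSMR compounds (23 nl, pin-transferred) preincubated 10 min at room temperature with a 500nM (2x) first reagent, then RGS4 at 900nM (2x) plus Transcreener GDP mix added; fluorescence polarization (620/688 nm) read before and after 90 min at 30 °C.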
# Vif-A3G inh = inhibitors of Vif-APOBEC3G interaction | 410,000 compounds, 0.076% hits | Potency, µM (series often up to 46.1 µM), for inactives: top-dose activity, negative = active, most hits filed as inhibitors | HeLa A3G-eYFP + Vif (tagged APOBEC3G with the HIV-1 protein that degrades it), YFP fluorescence, overnight;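 note: % is set by controls: 0 for no effect and ±100 for the full control effect; nearly all actives have a fitted effect of over 60% in size; hits raise eYFP signal because A3G escapes Vif-driven loss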
#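 HeLa cells stably expressing Vif and C-terminally eYFP-tagged A3G, seeded overnight at 37 deg C, then exposed to compound by pintool overnight at 37 deg C. Rise in yellow fluorescence (Ex 488/Em 500-530, Acumen) marks blocked Vif-driven A3G degradation.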
# 12-LOX inh = blocks human arachidonate 12S-lipoxygenase; 580,000 compounds, 1.1% hits; purified 12hLO, xylenol orange hydroperoxide absorbance; P18054; Potency, µM (highest dose often 108 µM), without a hit: top-dose activity change, negative = inhibition, hits mostly inhibitors; note: % is set by controls: 0 for no effect and ±100 for the full control effect
#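 Purified human 12hLO (150 nM final) in 25 mM Hepes, 0.01% Triton X-100, pH 7.0 was preincubated 15 min at room temperature with compound. Then 40 uM arachidonic acid was added, 30 min. Hydroperoxide was read by Fe-XO absorbance ratio 573/405 nm.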
# RXFP1 ag = RXFP1 (human) receptor agonism; Q9HBX9; HEK293T-RXFP1 cAMP TR-FRET, 30 min; response scale: percent of porcine relaxin response, buffer zero; Potency, µM (doses to about 57.5 µM), inactives show at the highest dose activation, actives largely listed as activators; 370,000 compounds, 0.3% hits; AID 2676; note: % is set by controls: 0 for no effect and ±100 for the full control effect; nearly all actives have a fitted effect of over 60% in size; many of its hits are not listed in these tables
#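 cAMP rise read by TR-FRET after 30 min, 37C compound exposure (up to 58 uM) in RXFP1-transfected HEK293 cells with Ro 20174 present. EC50 from Hill-equation fits, with 29 nM porcine relaxin as 100% and buffer as basal.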
# The depositor's hits bear a star; ? = inconclusive; . = not tested or not shown; & = joins results of further samples; [ ] = dose if it differs, or a comment. Calls come from the whole dose curve; as a rule, active = well fitted curve in the direction sought with a large enough effect; inconclusive = small, poorly fitted or top-dose-only effect, or another doubt; inactive = no such curve, though single readings can be large; an effect the other way counts as inactive or inconclusive. Potency is the fitted concentration of half-maximal effect. The list is partial (hit frequency here may not be typical).
SMILES,TrxR1 substrate,USP1 inh,Vif-A3F inh,rTrxR1 inhibitor,mIDH1 inhibitor,RGS4 inh,Vif-A3G inh,12-LOX inh,RXFP1 ag
Cc1nc(-c2ccc3c(c2)OCCO3)cs1,6%,-19%,-1%,12%,8%,-27%,10%,-21%,-1.1%
CCN1Cc2ccccc2-c2ccccc2S1(=O)=O,-4%,-21%,8%,-11%,10%,0%,-2%,-1%,.
COCCNC(=O)c1ccc(CSCc2cccc(Cl)c2)o1,3%,-2%,3%,12%,0%,-12%,-2%,0%,-2.2%
CC(O)CNCc1cccc2ccccc12 (configuration not stated),-5%,-15%,-1%,6%[57.1 µM],7%,-8%,-1%,0%,1.3%
O=C(NCc1ccccn1)c1ccc(NC(=O)c2ccco2)cc1,9%[57.1 µM],-14%,1%,14%[57.1 µM],3%,-6%,-6%,0%,-0.3%
Cc1ccccc1C(=O)Nc1ccccc1C(=O)NCC(C)C,1%,-24%,0%,32%,8%,-16%,-6%,17%,1.0%
Cc1ccc(NC(=S)N2CCCC2)cc1C,2%,-16%,-11%,16%,3%,3%,-1%,-10%,-1.2%
Cc1cccc[n+]1C1C(c2ccc([N+](=O)[O-])cc2)C(C#N)=C(C(=C=[N-])C#N)NC1(O)C1CC1 (configuration not stated),-15%,-17%,-2%,?,16%,-36%,-3%,-13%,1.4%
Cc1ccc2c(c1)N(C(=O)CCC(=O)NCC(C)c1ccccc1)CC(C)O2 (configuration not stated),1%[57.1 µM],-14%,-4%,2%[57.1 µM],3%,7%,-3%,0%,1.8%
Cc1ccc(C(C)C)c(OCC(=O)Nc2ccc(N3CCOCC3)cc2N2CCOCC2)c1,-9%,-10%,3%,-13%,5%,-11%,2%,?,-0.3%

# The final 6 entries of the part before come first, to join the parts:
SMILES,TrxR1 substrate,USP1 inh,Vif-A3F inh,rTrxR1 inhibitor,mIDH1 inhibitor,RGS4 inh,Vif-A3G inh,12-LOX inh,RXFP1 ag
O=C(NCc1ccccn1)c1ccc(NC(=O)c2ccco2)cc1,9%[57.1 µM],-14%,1%,14%[57.1 µM],3%,-6%,-6%,0%,-0.3%
Cc1ccccc1C(=O)Nc1ccccc1C(=O)NCC(C)C,1%,-24%,0%,32%,8%,-16%,-6%,17%,1.0%
Cc1ccc(NC(=S)N2CCCC2)cc1C,2%,-16%,-11%,16%,3%,3%,-1%,-10%,-1.2%
Cc1cccc[n+]1C1C(c2ccc([N+](=O)[O-])cc2)C(C#N)=C(C(=C=[N-])C#N)NC1(O)C1CC1 (configuration not stated),-15%,-17%,-2%,?,16%,-36%,-3%,-13%,1.4%
Cc1ccc2c(c1)N(C(=O)CCC(=O)NCC(C)c1ccccc1)CC(C)O2 (configuration not stated),1%[57.1 µM],-14%,-4%,2%[57.1 µM],3%,7%,-3%,0%,1.8%
Cc1ccc(C(C)C)c(OCC(=O)Nc2ccc(N3CCOCC3)cc2N2CCOCC2)c1,-9%,-10%,3%,-13%,5%,-11%,2%,?,-0.3%
COc1cccc(NC(=O)CCC2CCN(C(=O)c3cccc(NC(C)=O)c3)CC2)c1,2%,-16%,1%,11%,5%,-13%,1%,10%,3.5%
CC[C@]12c3[nH]c4ccc(Cl)cc4c3CCN1C(=O)[C@@H](CC(=O)NC/C=C(\C)CCC=C(C)C)C[C@@H]2C(=O)N1CCN(C(=O)c2ccco2)CC1,-5%,-18%,-1%,-5%,?,-15%,-7%,?,.
CCOC(=O)C(NC(=O)c1ccccc1)=C(C)C,5%,-25%,-5%,10%,10%,-8%,1%,10%,-0.7%
COc1ccccc1CNC(=O)COc1ccc2c(c1)CCC2,2%,-15%,-3%,8%,15%,-61%[56.9 µM],9%,?,0.2%
C/C(=N\NC(=O)c1ccccc1F)c1ccc2c(c1)Nc1ccccc1S2,3%[11.4 µM],78%[activator],?,3%,0%,?,-23%,-24%,2.0%
CCc1ccccc1N(CC(=O)NC1CCCCC1)C(=O)CCCC(=O)Nc1ccccn1,10%[57.1 µM],-3%,?,20%[57.1 µM],5%,-15%,0%,?,0.0%
Cc1ccc(SCc2nc3ccccc3[nH]2)cc1,2%[57.1 µM],-15%,-1%,2%[57.1 µM],-2%,6%,1%,-2%,1.9%
CC1CCN(c2ccc3c(c2)S(=O)(=O)c2cccc(C(=O)NCc4ccc(F)cc4)c2C3=O)CC1,-8%,?,?,13%,-15%,21%,-12%,-8%,2.3%
Cc1ccc(OCC(=O)N/N=C/c2cn(C)c3ccccc23)cc1,2%,-21%,-4%,23%,6%,5%,-1%,233%[activator],-0.1%
Cn1c(CNC(=O)c2ccccc2F)nnc1SCc1ccc(Cl)cc1,0%,-20%,-19%,8%,9%,-13%,1%,3%,0.9%
Cc1cccc(NC(=O)C2CCCN(C(=O)Nc3ccccc3)C2)c1C (configuration not stated),3%,-20%,-7%,13%,2%,4%,0%,1%,0.1%
CC(NC(=O)c1cncc(Br)c1)c1ccc(S(N)(=O)=O)cc1 (configuration not stated),5%[57.1 µM],8%,3%,-5%,-5%,-13%[11.4 µM],6%,3%,0.6%
Clc1ccc(-c2cc(CN3CCOCC3)no2)cc1,-2%[57.1 µM],-16%,5%,4%,-3%,-12%,3%,8%,-1.4%
CN(C(=O)COC(=O)c1cc(-c2ccco2)nc2ccccc12)C1CCS(=O)(=O)C1 (configuration not stated),44%[activator],-21%,-1%,?,-9%,28%[11.4 µM],2%,?,4.0%
O=C(CNC(=O)c1ccccc1F)NCCN1C(=O)S/C(=C\c2ccccc2Cl)C1=O,-13%,-2%,-7%,-20%,3%,-24%,1%,-5%,-0.6%
NC(=O)c1ccccc1NC(=O)COc1ccc(Cl)cc1,0%[57.1 µM],-22%,1%,40%,8%,1%,1%,0%,4.9%
COc1cccc(/C=C2/SC(=S)N(CCC(=O)N3CCOCC3)C2=O)c1,7%[57.1 µM],-3%,-3%,13%,7%,-26%,0%,-13%,1.9%
CN1/C(=C\C(=O)CSc2nncn2C)C(C)(C)c2ccccc21,2%,-19%,-7%,-1%,-3%,-12%,1%,-26%,1.0%
O=c1nc(N(c2ccccc2)c2ccccc2)[nH]c(=O)[nH]1,-4%,1%,2%,-10%,4%,-15%,-1%,?,-0.4%
COc1cc(CNCc2ccccn2)ccc1OCC(=O)NC1CCCCC1,4%,-11%,8%,4%,3%,-22%,-1%,5%,0.1%
CCOc1ccc(NC(=O)CSc2ccc3nnc(-c4ccccn4)n3n2)cc1,2%,-6%,-5%,5%,6%,-40%,-5%,-5%,?
O=C(NCCc1nnc2ccc(NCCCN3CCOCC3)nn12)c1ccccc1,-6%,-6%,-6%,-13%,-2%,-21%,1%,?,12%
O=c1c2cc(Br)ccc2nc(-c2cccc(C(F)(F)F)c2)n1O,3%,-16%,-9%,2%,0%,-17%,1%,?,1.7%
CCCNC(=O)CN1C(=O)COc2ccc(S(=O)(=O)N3CCCCCC3)cc21,-7%&8%,-13%&-20%,-4%&1%,-5%&28%,0%&-11%,6%&-16%,1%&1%,21%&-7%,4.7%&5.1%
Cc1ccc(N2CCN(S(=O)(=O)N3CCCCC3)CC2)cc1C,-12%[57.1 µM],-13%,-1%,18%[57.1 µM],8%,-11%,1%,-11%,4.9%
CCCNc1c(NS(=O)(=O)c2ccc(NC(=O)CC)cc2)c(=O)oc2ccccc12,-2%,-21%,-4%,13%,-10%,3%,1%,-2%,-0.9%
C=CCn1c(C(CC)CC)nc2ccccc21,5%[57.1 µM],-18%,-3%,12%,5%,-1%,2%,184%[activator],0.7%
O=C(Nc1cccc(C(F)(F)F)c1)c1cccnc1N1CCN(c2ccccc2)CC1,4%,?,-2%,?,7%,9%,-1%,?,2.3%
CC(C)CN1CCC(CN(C)Cc2nc(-c3cnccn3)no2)CC1,-4%,-3%,?,1%,2%,-12%,2%,-10%,2.1%
C/C(=N/NC(=O)c1ccccc1)C1=C(O)CC(C)(C)CC1=O,-10%,-9%,-7%,7%,-2%,5%,2%,0%,0.3%
CCCCOc1ccc(C(O)(CCN2CCOCC2)c2ccccc2)cc1 (configuration not stated),-5%,-11%,0%,40µM*,-1%,9%,1%,-17%,1.7%
Cc1nn(C(=O)c2ccc(Cl)cc2)c(C)c1Sc1ccc(Cl)cc1,8%,6%,-3%,25%,-28%,-7%,2%,-11%,2.1%
CCCCN1C(=O)CCC(C(=O)O)C1c1ccc([N+](=O)[O-])cc1 (configuration not stated),3%,-11%,-13%,16%,5%,24%,5%,17%,2.0%
CCN(CC)C(=O)c1[nH]cnc1C(=O)NCc1ccc(CNC(=O)OC(C)(C)C)cc1,8%[57.1 µM],?,-1%,18%[57.1 µM],-3%,1%,-4%,?,1.6%
Cc1[nH]c2ccc(C(=O)NCCN3CCOCC3)cc2c1C,0%,-18%,11%,20%,1%,-6%,1%,-2%,-4.1%
Cc1ccc(CN2CCN(C3CCC3)CC2CCO)cc1 (configuration not stated),9%[57.1 µM],-7%,3%,10%[57.1 µM],9%,-33%,-2%,-9%,2.6%

# Source: PubChem BioAssay
